High-throughput results deposited in PubChem by National Center for Advancing Translational Sciences (NCATS).
B2AR arrestin = qHTS assay of beta-arrestin-biased ligands of beta2-adrenergic receptor; Beta-2 adrenergic receptor (Homo sapiens), P07550; beta-arrestin recruitment to beta2AR, cell-based reporter; Potency, µM (series often up to 46.1 µM), without a hit: top-dose activation, usual class: activators; 330,000 tested, 0.02% active; AID 492947, 2010;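 also: potency is read from the fitted curve at half-maximal effect; 0% = DMSO controls and full agonism = EC100 isoproterenol or metaproterenol; nearly all actives have a fitted effect of over 65% in size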
Target sequence (P07550 whole entry, looked up): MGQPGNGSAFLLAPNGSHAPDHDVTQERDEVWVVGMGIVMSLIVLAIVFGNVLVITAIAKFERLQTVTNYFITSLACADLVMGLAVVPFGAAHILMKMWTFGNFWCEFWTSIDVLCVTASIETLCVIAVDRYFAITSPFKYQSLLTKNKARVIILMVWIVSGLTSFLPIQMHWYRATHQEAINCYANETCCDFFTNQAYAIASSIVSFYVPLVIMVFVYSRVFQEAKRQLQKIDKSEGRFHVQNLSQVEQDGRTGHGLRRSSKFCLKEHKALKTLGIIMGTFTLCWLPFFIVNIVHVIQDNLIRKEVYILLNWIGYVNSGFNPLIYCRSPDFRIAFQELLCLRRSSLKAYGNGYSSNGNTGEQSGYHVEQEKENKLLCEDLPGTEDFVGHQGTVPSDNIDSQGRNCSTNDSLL
S-ASM inh = Inhibitors of Secretory Acid Sphingomyelinase (S-ASM): qHTS | Potency, µM (doses to about 57.5 µM), for inactives: at the highest dose activity change, negative = inhibition, actives largely listed as inhibitors | Sphingomyelin phosphodiesterase (Homo sapiens), P17405 | placental ASM, HMU-PC fluorogenic substrate, 60 min | 340,000 tested, 0.006% active; also: potency is read from the fitted curve at half-maximal effect
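Fluorogenic HMU-PC substrate (9 uM final) is turned over by placental ASM in 60 min at 37 C after a 10 min compound preincubation. Reaction ended by alkaline stop (pH 10), with fluorescence read at 386/447 nm.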
Giardia kill = Small Molecules that selectively kill Giardia lamblia: qHTS; 340,000 tested, 0.15% active; activity change, % at 7.66 µM, hits read low; Giardia lamblia trophozoite viability; in the data active = activity change below about -80%; inconclusive = between about -30% and that limit;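 also: parasites exposed to compound for two days anaerobically before the ATP read; % is scaled to controls: 0 for no effect and ±100 for the full control effect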
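Giardia lamblia trophozoites (100 cells/well) were incubated with compounds for 48 h at 37 deg C under anaerobic conditions. Viability was read as ATP content by one-step luminescence after 15-30 min at room temperature.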
FBPA coupling cs = qHTS Assay for Inhibitors of Fructose-1,6-bisphosphate Aldolase from Giardia Lamblia: Coupling assay counterscreen; coupling enzyme system counterscreen, AmpLite Red fluorescence; activity change, negative = inhibition, % at 58.2 µM, hits read low; 290,000 tested, 0.67% active; AID 2472, 2010; in the data active = activity change below about -30%; also: % is scaled to controls: 0 for no effect and ±100 for the full control effect
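Activity here indicates interference with the coupling reaction, not aldolase inhibition. Compounds at 57.5 uM final met coupling enzymes for 10 min at RT; substrate and AmpLite Red detection followed, with a 525/598 nm fluorescence read after 20 min.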
Menin-MLL TR inh = qHTS Assay for Inhibitors Targeting the Menin-MLL Interaction in MLL Related Leukemias: Competition With Texas Red Labeled MLL-derived Mutant Peptide | Menin + Texas Red MLL mutant peptide, fluorescence polarization | Potency, µM (top dose mostly 61.6 µM), for the others: at the top dose FP activity change, negative = inhibition, usual class: inhibitors | O00255 | AID 1768, 2009 | 270,000 tested, 0.23% active; active = well fitted inhibition curve with a large enough effect in the polarisation, with a control signal flat, not every such curve was filed as active; inconclusive = small, poorly fitted or top-dose-only effect, or effect the other way, or a change in a side signal; inactive = no such curve, though single readings can be large or run the other way; the % refers to the polarisation; also: potency is read from the fitted curve at half-maximal effect; % of control where 0% means no effect; many of its hits are not listed in these tables
GALK inh = qHTS Assay for Inhibitors of Human Galactokinase (GALK) | AID 1868, 2009 | 270,000 tested, 0.007% active | Potency, µM (titrated, usually from 57.5 µM), for the others: top-dose activity change, negative = inhibition, actives largely listed as inhibitors | Purified GALK, Kinase-Glo residual ATP luminescence | P51570; also: potency is read from the fitted curve at half-maximal effect; % is scaled to controls: 0 for no effect and ±100 for the full control effect
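Human GALK (5 nM) with 35 uM ATP and 100 uM galactose in 20 mM HEPES pH 8.0, 5 mM MgCl2, 60 mM NaCl, 1 mM DTT, 0.01% BSA. After 1 h at room temperature, leftover ATP was read by Kinase-Glo Plus luminescence.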
BCR signal inh = qHTS Assay to Find Inhibitors of Chronic Active B-Cell Receptor Signaling; ABC-DLBCL IkBa-CBG/CBR reporter, luminescence ratio, 4 h; Potency, µM (highest dose often 46.1 µM), for inactives: top-dose ratio change, negative = lower green/red ratio, hits mostly inhibitors; 340,000 tested, 0.05% active; AID 493014, 2011; active = well fitted inhibition curve with a large enough effect in the signal ratio, with a control signal flat, not every such curve was filed as active; inconclusive = small, poorly fitted or top-dose-only effect, or effect the other way, or a change in a side signal; the % refers to the signal ratio;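 also: potency is read from the fitted curve at half-maximal effect; plate controls were basal doxycycline-induced cells for no effect and cells given 10 µM MG132 for full effect; MG132 reads +100%, hits lower the ratio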
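Compounds up to 46 uM were incubated four hours with TMD8 cells whose green CBG68 luciferase is fused to IkappaBalpha; red CBR luminescence normalised the signal, and concentration-effect curves were fitted to fusion, red and ratio data.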
Tb PFK inh = qHTS Assay to Find Inhibitors of T. brucei phosphofructokinase; AID 485367, 2010; ATP-dependent 6-phosphofructokinase (Trypanosoma brucei brucei), O15648; 330,000 tested, 0.17% active; Potency, µM (doses to about 57.5 µM), inactives show at the top dose activity, negative = inhibition, hits mostly inhibitors; T. brucei PFK, ADP-Glo luminescence;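 also: potency is read from the fitted curve at half-maximal effect; 0% = uninhibited 1x PFK enzyme wells and -100% = no-enzyme wells; nearly all actives have a fitted effect of over 60% in size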
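Luminescent ADP detection (ADP-Glo, two-step: ATP depletion then ADP-to-ATP conversion for luciferase) reported PFK activity after 45 min room-temperature reaction of 1.25 nM enzyme with 0.5 mM F6P and 0.1 mM ATP at pH 8.0.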
a7 integrin act = qHTS for Activators of Integrin-Mediated Alleviation for Muscular Dystrophy. 350,000 tested, 0.064% active. alpha7betagal myoblasts, beta-gal FDG fluorescence, 48 h. Potency, µM (titrated, usually from 38.3 µM), inactives show at the top dose activation, most hits filed as activators;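 also: potency is read from the fitted curve at half-maximal effect; 100% = response of the positive control SU9516; nearly all actives have a fitted effect of over 60% in size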
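Alpha7betagal+/- myoblasts (passage 13) were plated 16-24 hr, then exposed to compounds (1:260 dilution of DMSO stock) for 48 hours at 37C. After MPER lysis, β-galactosidase reporter activity was read as FDG fluorescence (ex 480/em 540) after 30 minutes.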
PTAP TSG101 blk = qHTS Assay for Iinhibitors of HIV-1 Budding by Blocking the Interaction of PTAP/TSG101. Tumor susceptibility gene 101 protein (Homo sapiens), Q99816. Fluorescence polarization, FITC-PTAP peptide / Tsg101 binding. Potency, µM (series often up to 115 µM), without a hit: at the top dose activity change, negative = inhibition, hits mostly inhibitors. 340,000 tested, under 10 active. AID 493005, 2010; active = well fitted inhibition curve with a large enough effect in the main read-out, with a control signal flat, not every such curve was filed as active; inconclusive = small, poorly fitted or top-dose-only effect, or effect the other way, or a change in a side signal; inactive = no such curve, though single readings can be large or run the other way; also: potency is read from the fitted curve at half-maximal effect; % of control where 0% means no effect
Target sequence (Q99816 whole entry, looked up): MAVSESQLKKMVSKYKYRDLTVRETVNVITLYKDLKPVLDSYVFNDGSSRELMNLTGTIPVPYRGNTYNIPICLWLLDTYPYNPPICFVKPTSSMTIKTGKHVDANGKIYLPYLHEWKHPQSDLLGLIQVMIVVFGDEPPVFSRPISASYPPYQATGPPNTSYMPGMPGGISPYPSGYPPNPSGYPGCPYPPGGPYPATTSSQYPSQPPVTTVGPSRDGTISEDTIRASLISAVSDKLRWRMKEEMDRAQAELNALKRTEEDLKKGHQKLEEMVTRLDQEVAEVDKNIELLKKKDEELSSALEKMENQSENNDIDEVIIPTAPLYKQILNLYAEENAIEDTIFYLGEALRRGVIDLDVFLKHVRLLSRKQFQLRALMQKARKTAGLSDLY
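Fluorescence polarization binding of Tsg101 binding domain (10 uM final) to FITC-labeled PTAP peptide (50 nM final) in HEPES pH 7.5 buffer with NaCl, Tween 20, EDTA, TCEP. Compounds added before peptide; binding 20 min at RT.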
PKM2 activator = qHTS Assay for Activators of Human Muscle isoform 2 Pyruvate Kinase; Potency, µM (series often up to 57.5 µM), for inactives: top-dose activation, actives largely listed as activators; Pyruvate kinase PKM (Homo sapiens), P14618; 260,000 tested, 0.34% active; AID 1631, 2009; purified PKM2, Kinase-Glo ATP luminescence, activation; response scale: 0% is enzyme alone, no compound; also: potency is read from the fitted curve at half-maximal effect; % is scaled to controls: 0 for no effect and ±100 for the full control effect; nearly all actives have a fitted effect of over 55% in size
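Purified hPK-M2 (>95%) run at intermediate activity with 0.1 mM ADP and 0.5 mM PEP in 50 mM imidazole pH 7.2, KCl, MgCl2; 1 h room temperature. ATP formed read by Kinase-Glo luminescence; normalized to uninhibited and no-enzyme controls.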
* hit, by the source's call; ? = inconclusive; nt = no result given; [ ] = another dose, or the depositor's remark. Unless noted, calls follow the shape of the dose curve; as a rule, active = well fitted curve in the direction sought with a large enough effect; inconclusive = small, poorly fitted or top-dose-only effect, or another doubt; inactive = no such curve, though single readings can be large; an effect the other way counts as inactive or inconclusive.

SMILES	B2AR arrestin	S-ASM inh	Giardia kill	FBPA coupling cs	Menin-MLL TR inh	GALK inh	BCR signal inh	Tb PFK inh	a7 integrin act	PTAP TSG101 blk	PKM2 activator
CCOC(=O)c1c(NC(=O)c2cccs2)sc(C)c1CC	0.4%	6%	-29	0	5%	5%	1%	1%	1%	-1%	0%
COc1cc(CO)ccc1OCc1nnnn1-c1ccc(C)cc1	0.0%	-1%	0	1	-13%	-2%	-11%	-1%	1%	-5%	5%
Cc1cc(C)c(C#N)c(Nc2ccccc2C)n1	-0.2%	0%	-13	2	-2%	4%	-1%	-3%	-29%	-1%	-3%
CCc1nc(NCCc2ccccn2)c2nnn(Cc3ccccc3F)c2n1	-0.4%	12%	-4	1	0%	5%	6%	-3%	5%	-4%	25µM*
Cc1cc2c(=O)n(C)c(SCC(=O)Nc3cccc(O)c3)nc2s1	0.1%	-1%	-21	-2	15%	0%	-3%	-5%	-36%	-3%	nt
CCOc1ccc(C(=O)Nc2ccc3nc(N4CCN(CC)CC4)cc(C)c3c2)cc1	-1.1%	60%[activator]	4	1	-3%	3%	-1%	0%	-17%	-6%	nt
COc1cc([N+](=O)[O-])ccc1NC(=O)CCCOc1ccc(C)cc1	0.0%	-19%	-1	1	35%[activator]	0%	13%	1%	7%	-3%	1%
COc1cc(NC(=O)c2cc(-c3cccs3)on2)cc(OC)c1OC	-0.1%	-3%	10	0	35%[activator]	3%	?	0%	11%	-2%	-2%
Cc1ccc(C2C3=C(CCCC3=O)OC3=C2C(=O)CCC3)cc1	-0.3%	5%	-6	-15	-18%	0%	2%	-14%	35%	0%	1%
CCOc1cc(C=O)ccc1OCCSc1ccc(C)cc1	0.4%	110%	-12	-3	-11%	-3%	1%	0%	-6%	-8%	2%
O=C(CNCC1(N2CCOCC2)CCCCC1)Nc1ccc(Cl)cc1	0.0%	3%	10	-3	-5%	11%	0%	-2%	7%	1%	-1%
O=C(O)CC(CC(=O)O)(C(=O)O)c1ccccc1	-1.0%	3%	-26	-1	nt	0%	-7%	2%	7%	-1%	1%

Fetched by compound from the entries so far (2):
SMILES	B2AR arrestin	S-ASM inh	Giardia kill	FBPA coupling cs	Menin-MLL TR inh	GALK inh	BCR signal inh	Tb PFK inh	a7 integrin act	PTAP TSG101 blk	PKM2 activator
O=C(CNCC1(N2CCOCC2)CCCCC1)Nc1ccc(Cl)cc1	0.0%	3%	10	-3	-5%	11%	0%	-2%	7%	1%	-1%
Cc1ccc(C2C3=C(CCCC3=O)OC3=C2C(=O)CCC3)cc1	-0.3%	5%	-6	-15	-18%	0%	2%	-14%	35%	0%	1%

(list continues)
SMILES	B2AR arrestin	S-ASM inh	Giardia kill	FBPA coupling cs	Menin-MLL TR inh	GALK inh	BCR signal inh	Tb PFK inh	a7 integrin act	PTAP TSG101 blk	PKM2 activator
Cc1nc2c(c(=O)n1CCC(C)C)c1nc3ccccc3nc1n2CC1CCCO1 (centres undefined)	-0.8%	313%[activator]	-8	0	nt	0%	0%	1%	-10%	0%	-3%
COc1ccc(CCNC(=O)c2ccccc2NS(=O)(=O)c2cc(C(=O)O)ccc2OC)cc1	-1.5%	4%	-17	1	?	0%	13%	0%	-11%	-3%	nt
COc1ccc(S(=O)(=O)N2CCOCC2)cc1NC(=O)Cc1cccs1	-0.3%	1%	0	nt	nt	nt	2%	0%	-25%	0%	nt
O=C(COc1ccccc1)NNC1=NS(=O)(=O)c2ccccc21	-0.1%	55%	0	3	9%	6%	?	2%	33%	-1%	-1%
Cc1nn(-c2ccc(F)cc2)c(N)c1C1(O)C(=O)Nc2ccccc21 (centres undefined)	-0.1%	2%	-6	0	-1%	1%	3%	0%	19%	-2%	nt
COc1ccc(C(C(=O)NC(C)(C)C)N(Cc2ccco2)C(=O)CCC(=O)Nc2ccccn2)cc1 (centres undefined)	-0.7%	3%	-8	2	-13%	3%	-13%	4%	0%	-2%	5%
COc1ccc(-n2c(=O)[nH]c3cc(C(=O)NCCc4ccc(Cl)cc4)ccc3c2=O)cc1OC	0.3%	4%	14	1	14%	0%	12%	-1%	-10%	-1%	-1%
CC(C(=O)Nc1ccccc1Cl)c1ccc([N+](=O)[O-])cc1 (centres undefined)	-0.2%	0%	3	0	2%	2%	0%	0%	9%	2%	-22%
Cc1ccc(C(=O)CSc2nnc(COc3cc(C)cc(C)c3)o2)cc1	0.4%	0%	-1	-3	6%	-1%	?	-2%	20%	-5%	14%
Cc1[nH]c(C)c(S(=O)(=O)NCCc2ccc(S(N)(=O)=O)cc2)c1C(=O)N1CCCC1	0.0%	4%	8	nt	nt	5%	-2%	-2%	-21%	-2%	nt
CCN1CCN(C(=O)C2CCN(S(=O)(=O)c3cccc4cccnc34)CC2)CC1	0.4%	8%	8	5	-1%[11.7 µM]	0%	12%	-3%	2%	-6%	5%
CC1NC(=S)N(Cc2ccccc2)C1=O (centres undefined)	-0.2%	1%	-7	4	11%	-4%	?	0%	-33%	-2%	10%
Cc1ccc(C(=O)c2c(NC(=O)c3ccncc3)sc3c2CCCC3)cc1	0.0%	?	-4	9	-14%	0%	-1%	-7%	-25%	-9%	0%
NC(=O)c1ccc(NC(=O)COC(=O)CCN=C2NS(=O)(=O)c3ccccc32)cc1	-1.5%	2%	-13	nt	nt	nt	1%	8%	-9%	-3%	nt
COCCn1c(SCC(=O)Nc2c(C)n(C)n(-c3ccccc3)c2=O)nc2ccccc2c1=O	0.1%	4%	5	nt	nt	nt	2%	0%	12%	1%	nt
Cc1ccc2nc(SCC(=O)NCc3ccco3)c(C)cc2c1	0.0%	-3%	13	6	-2%	2%	13%	-1%	15%	1%	0%
COc1cc(/C=N\NC(=O)c2cccc(Cl)c2)ccc1Oc1ccc([N+](=O)[O-])cn1	1.0%	-5%	-7	-2	nt	-1%	?	-3%	-29%	-14%	0%
CCOC(=O)c1ccc(NC(=O)C2CCCN(S(=O)(=O)c3cnc[nH]3)C2)cc1 (centres undefined)	0.5%	-9%	-6	2	0%	0%	-29%	3%	12%	2%	11%
CCN(CC)S(=O)(=O)c1ccc(Oc2ccc(S(=O)(=O)N(CC)CC)cc2)cc1	0.1%	-2%	0	-1	nt	-2%	?	1%	-56%[inhibitor]	-1%	1%
O=C(c1sccc1-c1ccccc1)N1CCN(S(=O)(=O)c2ccccc2)CC1	-0.5%	-2%	-8	nt	nt	-6%	-5%	21%	14%	0%	0%
CC(C)[C@H](NC(=O)c1ccccc1)C(=O)NCCc1ccccc1	0.1%	7%	?	1	2%	-2%	?	-9%	17%	-8%	-3%
O=C(NNc1nc2cc3c(cc2s1)OCO3)c1ccccc1	-0.9%	-3%	6	4	?	nt	4%	-9%	-5%	-4%	6%
COc1ccc(C2=NO[C@@H]3C(=O)N(c4ccc(C)cc4C)C(=O)[C@H]23)cc1OC	0.1%	-5%	-3	-1	-2%	-1%	-1%	1%	-21%	-7%	-3%
O=C(O)CC(c1ccc(Cl)cc1)N1C(=O)CCC1=O (centres undefined)	0.1%	0%	-8	-3	-10%	-2%	-3%	4%	17%	-10%	2%

Not all compounds are listed. The share of hits here may be higher or lower than overall.
